RECQ1 helicase: inhibitors of human RECQ1 DNA helicase; RECQ1 DNA unwinding, red fluorescence kinetic read; P46063; Potency, µM (highest dose often 57.3 µM), for inactives: at the highest dose activity, negative = inhibition, most hits filed as inhibitors; hit rate 0.54% among 240,000;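 further: plate controls were vehicle for no effect and no enzyme for full effect; nearly all actives have a fitted effect of over 30% in size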
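50 nM RECQ1T1 preincubated 15 min with compound in Tris pH 8.0 buffer with MgCl2, DTT, Tween-20 and 2.5 ug/ml poly(dI-dC); started with 200 nM TAMRA/BHQ-2 forked duplex and 2 mM ATP. Unwinding read as fluorescence (525/598 nm), two reads 2 h apart.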
SMN2 splice enh: SMN2 splice variant enhancement; HEK293 SMN2-luciferase splicing reporter, luminescence, 30-36 h; Potency, µM (highest dose often 46.1 µM), for inactives: at the top dose activity change, positive = activation, most hits filed as activators; hit rate 2.8% among 210,000; further: % of control where 0% means no effect; nearly all actives have a fitted effect of over 55% in size
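HEK293 cells carry an SMN2 […]–luciferase reporter in which exon 7 inclusion puts luciferase in frame. Cells were plated 10-12 h before compound addition, then incubated 30-36 h at 37C. ONE-Glo luminescence was read; sodium butyrate at 4.5 mM final served as control.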
LMNA splice mod: modulators of lamin A splicing; HeLa LMNA splicing GFP/RFP minigene ratio, 48 h; Potency, µM (highest dose often 46.1 µM), inactives show at the top dose ratio change, negative = inhibition, hits mostly inhibitors; hit rate 0.01% among 200,000; AID 1487; active means well fitted inhibition curve with a large enough effect in the signal ratio, with a control signal flat, not every such curve was filed as active; inconclusive means small, poorly fitted or top-dose-only effect, or effect the other way, or a change in a side signal; the % refers to the signal ratio; further: on the % scale 0 is the no-effect control and ±100 the full control effect
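S3 HeLa stable clones carrying a lamin A-EGFP splicing minigene plus DsRed2 were seeded at 600 cells/well in Opti-MEM with 2% FBS, pin-dosed and incubated 48 h at 37°C. Acumen cytometry (488 nm) gave the GFP/RFP total-intensity ratio.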
TRb-SRC2 inh: TRbeta-SRC2 interaction inhibition; hit rate 0.065% among 280,000; Potency, µM (doses to about 106 µM), for inactives: at the highest dose activity change, negative = inhibition, hits mostly inhibitors; TRbeta-SRC2 peptide binding, fluorescence polarization; receptor liganded with 1 µM T3; P10828;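 further: plate controls were bound peptide for no effect and peptide without receptor for full effect; nearly all actives have a fitted effect of over 50% in size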
Target sequence (P10828 whole entry, looked up): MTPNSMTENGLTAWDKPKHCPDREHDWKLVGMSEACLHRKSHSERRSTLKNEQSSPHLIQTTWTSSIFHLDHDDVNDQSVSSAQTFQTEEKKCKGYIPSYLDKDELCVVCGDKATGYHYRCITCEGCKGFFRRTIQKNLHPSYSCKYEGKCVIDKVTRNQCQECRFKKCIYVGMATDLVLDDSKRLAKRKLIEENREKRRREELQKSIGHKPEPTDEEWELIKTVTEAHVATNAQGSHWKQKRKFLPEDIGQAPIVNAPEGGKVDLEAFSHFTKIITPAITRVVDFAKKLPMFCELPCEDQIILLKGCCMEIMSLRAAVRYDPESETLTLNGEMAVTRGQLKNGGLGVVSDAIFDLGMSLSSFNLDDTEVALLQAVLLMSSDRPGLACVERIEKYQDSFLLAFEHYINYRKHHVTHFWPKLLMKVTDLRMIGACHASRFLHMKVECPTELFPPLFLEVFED
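Decrease in fluorescence polarization of 20 nM Texas Red SRC2 coactivator peptide flagged inhibition of its binding to 0.6 uM TRb LBD; 1 uM T3 included, incubation 5 hr, ex 555/em 632 nm.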
JMJD2E inh: JMJD2E (human) inhibition. Potency, µM (titrated, usually from 57.1 µM), inactives show top-dose activity change, negative = inhibition, actives largely listed as inhibitors. B2RXH2. hit rate 1.6% among 230,000. JMJD2E catalytic domain, FDH-coupled NADH fluorescence (FDH is formaldehyde dehydrogenase). AID 2147; active means well fitted inhibition curve with a large enough effect, not every such curve was filed as active; inconclusive means small, poorly fitted or top-dose-only effect, or another doubt; inactive means no such curve, though single readings can be large or run the other way;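 further: 0% = wells with enzyme and -100% = buffer wells without enzyme; nearly all actives have a fitted effect of over 50% in size; many of its hits are not listed in these tables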
RGS12 GoLoco inh: RGS12 GoLoco-Gai1 interaction inhibition; Potency, µM (highest dose often 61.6 µM), inactives show top-dose activity, negative = inhibition, most hits filed as inhibitors; AID 880; P63096; Gai1:RGS12 GoLoco peptide FP, rhodamine, 10 min; hit rate 0.44% among 230,000; active means well fitted inhibition curve with a large enough effect, not every such curve was filed as active; inactive means no such curve, though single readings can be large or run the other way; further: on the % scale 0 is the no-effect control and ±100 the full control effect; nearly all actives have a fitted effect of over 30% in size; many of its hits are not listed in these tables
ALDH1A1 block: ALDH1A1 (human) enzyme inhibition; Purified ALDH1A1, NADH fluorescence, propionaldehyde substrate; Potency, µM (titrated, usually from 75.3 µM), for the others: top-dose activity, negative = inhibition, most hits filed as inhibitors; hit rate 7.3% among 220,000; AID 1030; active means well fitted inhibition curve with a large enough effect, not every such curve was filed as active; inconclusive means small, poorly fitted or top-dose-only effect, or another doubt; inactive means no such curve, though single readings can be large or run the other way;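 further: plate controls were no enzyme wells and a reference inhibitor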
Target sequence (P00352 whole entry, looked up): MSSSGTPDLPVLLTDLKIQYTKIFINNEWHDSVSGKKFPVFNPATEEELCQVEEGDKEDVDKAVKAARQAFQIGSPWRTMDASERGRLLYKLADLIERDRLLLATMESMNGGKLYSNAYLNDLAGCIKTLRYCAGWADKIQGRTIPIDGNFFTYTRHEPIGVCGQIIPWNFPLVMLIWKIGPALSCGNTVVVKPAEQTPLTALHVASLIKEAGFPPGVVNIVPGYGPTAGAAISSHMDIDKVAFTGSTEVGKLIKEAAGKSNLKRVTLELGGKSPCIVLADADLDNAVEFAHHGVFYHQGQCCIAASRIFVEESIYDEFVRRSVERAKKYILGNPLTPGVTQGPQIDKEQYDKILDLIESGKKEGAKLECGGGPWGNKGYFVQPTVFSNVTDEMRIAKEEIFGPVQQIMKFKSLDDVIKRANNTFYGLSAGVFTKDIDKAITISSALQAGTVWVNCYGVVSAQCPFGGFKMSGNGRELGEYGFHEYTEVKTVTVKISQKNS
TexasRed fluor: alters Texas Red total fluorescence, flagging assay interference; AID 1479; hit rate 0.29% among 280,000; Potency, µM (top dose mostly 106 µM), for inactives: at the top dose fluorescence change, negative = quenching; TRb/SRC2 Texas Red total fluorescence interference; active means well fitted curve in either direction with a large enough effect; inconclusive means small, poorly fitted or top-dose-only effect; further: on the % scale 0 is the no-effect control and ±100 the full control effect
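Human TRβ ligand-binding domain (0.6 uM) and Texas Red SRC2 peptide (20 nM) in Tris buffer with 1 uM T3 and 5% DMSO were incubated with pinned compound for 5 hr at ambient temperature. Total fluorescence was computed as S + 2P (555/632 nm).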
* hit, by the source's call; i = inactive; ? = inconclusive; · = not tested or not shown; [ ] = dose if it differs, or a comment. Unless noted, the call rests on the fitted dose curve; in most records, active means well fitted curve in the direction sought with a large enough effect; inconclusive means small, poorly fitted or top-dose-only effect, or another doubt; inactive means no such curve, though single readings can be large; an effect the other way counts as inactive or inconclusive. Potency means the concentration at half of the fitted maximal effect. Only part of the results is shown; rates above refer to the full screens.

SMILES | RECQ1 helicase | SMN2 splice enh | LMNA splice mod | TRb-SRC2 inh | JMJD2E inh | RGS12 GoLoco inh | ALDH1A1 block | TexasRed fluor
Cc1nn(-c2ccccc2)c2nc(-c3cccs3)cc(C(=O)NN)c12 | -10% | -103%[inhibitor] | ? | 1% | ? | 20% | ? | -5%
COc1ccc(-c2cnn(-c3ccccc3)c2N)cc1OC | -2% | -4% | 7% | 3% | -2% | 4% | ? | -3%
CCOC(=O)C1=C(C)NC(=O)NC1c1ccc(Br)o1 (stereo not given) | i | 3% | 0% | -9% | -3% | 9% | 5% | -7%
O=C(NCCC1=CCCCC1)C1CCC(CNc2nc(=S)[nH]c3ccccc23)CC1 (stereo not given) | i | -14% | ? | 5% | 0% | 9% | 13% | -2%
Cc1cc(NC(=O)CSc2ncnc3sc(C)c(C)c23)no1 | i | -1% | 22%[46 µM] | 2% | -4% | 11% | 7% | -2%
COc1ccc(C(=O)CN2CC(C)SC2=Nc2ccc(Cl)cc2)cc1 (stereo not given) | -19% | · | ? | 1% | -12% | · | ? | 0%
COc1ccc(Cl)c2c1[nH]c1nc(SCc3ccccn3)nnc12 | -7% | 6.3µM* | · | 5% | -1% | 37%[activator] | ? | -5%
COc1cc(/C=N/NC(N)=O)ccc1OCC(=O)Nc1cc(C)c(C)cc1Br | 12% | 18% | · | 4% | -14% | -7% | -6% | 1%
CCOC(=O)CSc1nnc(CNC(=O)c2cccs2)n1-c1cc(C)ccc1C | -5% | · | 2% | 0% | -2% | · | -2% | -3%
CC(=O)Nc1ccc(S(=O)(=O)NC2=NCN(C)CN2)cc1 | i | 11% | · | 6% | 10% | 2% | 18% | 1%
COc1ccccc1N1C(=O)CCC1(C#N)c1ccc(Br)cc1 (stereo not given) | 7% | -10% | -4% | 1% | -7% | 2% | 1% | 0%
O=S(=O)(c1cccs1)N1CN(Cc2ccc(F)cc2)c2nc3ccccc3nc21 | i | -6% | 17% | -3% | ? | 19% | ? | 1%
COc1ccc(-c2nc3c([nH]2)c(=O)n(C)c(=O)n3C)c(OC)c1 | 10% | 1% | 16% | -6% | ? | 6% | 13% | -1%
Nc1nonc1-c1noc(CCCCCN2C(=O)c3ccccc3C2=O)n1 | -5% | ? | 4% | 4% | -1% | -5% | ? | -4%
CS(=O)(=O)c1ccccc1COC(=O)Nc1ccc(Cl)cc1 | -8% | -7% | 7% | 8% | 5% | 11% | 10% | 0%
O=C(CSc1nc2ccc([N+](=O)[O-])cc2s1)NC1CCS(=O)(=O)C1 (stereo not given) | -4% | -1% | ? | -11% | 1% | 0% | ? | -7%
CCCC(=O)c1cc2c(cc1NC(=O)c1cccs1)OCCO2 | i | -3% | 6% | 6% | -2% | 16% | 7% | 3%
COC(=O)c1sc2ccccc2c1NC(=O)c1coc2ccccc2c1=O | -7% | 17% | ? | -8% | -3% | 5% | ? | -1%
CCc1ccccc1NC(=S)N(CCc1ccncc1)C(C)C | -8% | · | · | 3% | 8% | -1% | 11% | 4%
COc1cccc(OC(=O)N2CCOCC2)c1 | -20% | 6% | -3%[46 µM] | -1% | 15% | -19% | 11% | 0%
O=C(O)C1CCC(=O)N1C(=O)OCc1ccccc1 (stereo not given) | -2% | · | · | 9% | -7% | -6% | · | 2%
O=C(CN1CCN(S(=O)(=O)c2ccc(Br)cc2)CC1)N/N=C/c1cccs1 | -13% | -1% | -6% | 4% | -6% | 2% | 14% | -4%
CN(C)S(=O)(=O)c1cccc(NC(=O)COC(=O)CCSc2ccc(Cl)cc2)c1 | -9% | -4% | -5% | 9% | -8% | 3% | 5% | -13%
COC(=O)C1=C(C)N(Cc2ccc(OC)cc2)C(=O)C1 | -2% | -15% | -7% | -1% | ? | -9% | 3% | -4%
COC(=O)c1c(NC(=O)c2cccs2)sc2c1CCC(C)C2 (stereo not given) | i | 15% | ? | 1% | ? | 6% | ? | 4%
Cc1ccc(NC(=O)CCOc2ccccc2C)cc1F | -14% | · | ? | -5% | -25% | 2% | 0% | -1%
O=C(CS(=O)(=O)c1ccccc1)Nc1nc(-c2ccccc2)cs1 | -9% | 4% | -13% | 4% | -8% | 6% | ? | -3%
CCOc1ccccc1OCCCCCc1c(C)n[nH]c1C | i | -42%[inhibitor] | ? | 5% | 3% | -11% | 9% | 3%
COc1ccc(Cl)cc1NC(=O)C(C)Sc1n[nH]c(N)n1 (stereo not given) | -12% | · | 7% | 4% | -1% | · | -2% | 3%
COc1cccc(-c2ccc3ncnc(NCCN4CCOCC4)c3c2)c1 | 10% | · | 3% | · | · | 8% | ? | ·
O=C(NCc1ccccc1)C1C2C=CC3(CN(Cc4cccnc4)C(=O)C13)O2 (stereo not given) | -2% | -6% | 13% | 0% | -10% | 9% | 3% | 5%
COc1ccc(S(=O)(=O)Nc2nncs2)cc1 | 6% | -6% | -3% | -4% | 6% | 4% | 4% | 0%
CCOC(=O)N1CCC(NC(=O)c2ccc(NC(=O)C3CCCO3)cc2)CC1 (stereo not given) | i | -1% | 12% | 3% | 5% | 6% | 2% | 1%
O=C(Nc1nnc(C2CC2)s1)C1Cc2ccccc2CN1C(=O)c1ccco1 (stereo not given) | ? | 23% | -6%[46 µM] | -2% | -9% | 9% | ? | -1%
CCc1c(C(=O)Nc2ccncc2)csc1C | -2% | -67%[inhibitor] | ? | -5% | 4% | 3% | -3% | 2%
Cc1nn(Cc2nnc(SCC(=O)Nc3ccc(Cl)cc3)n2C)c(C)c1[N+](=O)[O-] | 6% | · | · | -4% | -3% | -4% | · | -1%
COc1ccc(/C=C(\NC(=O)c2ccc([N+](=O)[O-])cc2)C(=O)N2CCOCC2)cc1 | -7% | · | · | -3% | 11% | 10% | ? | -1%
Cc1cc(C(=O)CSc2nnc(-c3ccc(F)cc3)o2)c(C)n1CC1CCCO1 (stereo not given) | -3% | -65%[inhibitor] | ? | 1% | 1% | 7% | -1% | 0%
O=C(O)c1ccc(CSc2nnc(-c3ccncc3)n2-c2ccc(Br)cc2)cc1 | i | 2% | 13%[46 µM] | 8% | 9% | 2% | 14% | 3%
O=C(CCCn1c(=O)c2sccc2n(CC(=O)OCc2ccccc2)c1=O)NCc1ccco1 | -8% | -17% | -5% | 0% | 1% | 1% | ? | 1%
Cc1ccc(C)c(NC(=O)CCC(=O)N/N=C/c2ccc3c(c2)OCO3)c1 | 1% | · | · | 12% | ? | 26% | -4% | -1%
CCn1ncc(NC(=S)NCCc2ccccc2)c1C(N)=O | 17% | -6% | · | -4% | -9% | 19% | ? | -5%
Clc1nc(CN2CCCCC2)nc2sc3c(c12)CCC3 | i | -3% | · | 1% | ? | 9% | -10% | 0%
CC1CN(C(=O)c2ccccc2NS(=O)(=O)c2cccc([N+](=O)[O-])c2)CC(C)O1 (stereo not given) | -4% | 7% | -15% | 4% | -2% | 3% | 9% | 1%
OCCC1CN(Cc2ccc(C(F)(F)F)cc2)CCN1Cc1ccccc1 (stereo not given) | -7% | · | ? | -5% | -25% | 14% | 0% | -6%
CCOC(=O)CC1=C(C(=O)OCC)C(c2ccc(C)o2)C(C#N)=C(N)O1 (stereo not given) | 0% | 2% | 8% | 0% | -7% | 3% | 10% | 0%
COc1ccc(NC(=O)Nc2ccc(C(=O)N3CCOCC3)cc2)c(OC)c1 | -8% | · | · | 8% | 8% | 1% | 12% | -2%
Cc1cccc(Oc2coc3cc(OC(=O)c4cccs4)ccc3c2=O)c1 | -7% | -6% | 5% | -8% | -19% | 9% | ? | -2%
Cc1noc(C(=O)N2CC3(C)CC2CC(C)(C)C3)c1Cl (stereo not given) | -6% | -35%[inhibitor] | ? | -5% | -5% | -6% | 18µM* | -6%
O=S(=O)(c1cccs1)N1CCN(CC(O)COC2CCCc3ccccc32)CC1 (stereo not given) | 3% | -12% | 3% | 0% | -30% | 9% | ? | -2%
O=C(CSc1nc2cc(Cl)ccc2o1)Nc1ccc(N2CCOCC2)cc1 | -3% | · | ? | -6% | -4% | · | 12% | -1%
CC[C@H](C)C(=O)O[C@H]1CCC=C2C=C[C@H](C)[C@H](CC[C@@H]3C[C@H](O)CC(=O)O3)C21 (stereo not given in full) | i | ? | ? | 3% | 0% | 7% | -13% | -4%
COc1ccccc1-c1c(C#N)c(SCC(=O)N2CCCC2)nc(C)c1C(N)=O | i | -18% | 2% | -4% | -7% | -4% | ? | 1%
C/C(Cc1ccccc1)=N/NC(=O)CCCC(=O)N/N=C(/C)Cc1ccccc1 | i | 12% | · | 10% | 30%[activator] | -7% | 1% | -1%
COC(=O)[C@@H]1[C@H](CCc2ccccc2)NC(=O)N(Cc2ccccc2)[C@@H]1C | i[11.5 µM] | 1%[9.22 µM] | 22%[9.22 µM] | 1%[11.2 µM] | 9%[11.4 µM] | -10%[14.2 µM] | -8%[13.5 µM] | 0%[11.2 µM]
COc1ccc(Cc2nnc(NC(=O)Cn3cnc4c3c(=O)n(C)c(=O)n4C)s2)cc1OC | -5% | 7% | 19% | -17% | 0% | 0% | ? | 1%
CC(C(=O)N1c2ccccc2CCc2ccccc21)n1nnc(-c2ccc(N(C)C)cc2)n1 (stereo not given) | -10% | -3% | ? | -10% | ? | 9% | ? | -3%

2 compounds from above, showing only TexasRed fluor, RECQ1 helicase and TRb-SRC2 inh.
Structure	TexasRed fluor	RECQ1 helicase	TRb-SRC2 inh
Cc1noc(C(=O)N2CC3(C)CC2CC(C)(C)C3)c1Cl (stereo not given)	-6%	-6%	-5%
O=S(=O)(c1cccs1)N1CCN(CC(O)COC2CCCc3ccccc32)CC1 (stereo not given)	-2%	3%	0%

Assay outcomes deposited in PubChem BioAssay by National Center for Advancing Translational Sciences (NCATS).
